Bioassay records deposited in PubChem by Broad Institute.
S100A4 inh HTS: inhibitors of S100A4-myosin IIA peptide binding, primary screen, biochemical, fluorescence polarization, TAMRA-MyoIIA peptide; Protein S100-A4 (Homo sapiens), P26447; inhibition, % at 10.7 µM; 0.14% of 360,000 active;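 active = mean inhibition of at least 70% across replicates, with every replicate also reaching that level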
Target sequence (P26447 whole entry, looked up): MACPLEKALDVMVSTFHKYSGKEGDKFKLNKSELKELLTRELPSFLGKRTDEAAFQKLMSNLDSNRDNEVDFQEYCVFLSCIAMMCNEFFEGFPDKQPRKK
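Material: S100A4 monomer protein | Medium: HEPES pH 7.2 with CaCl2, KCl, NaCl, DTT, Triton | Reagent: Labelled myosin peptide probe, 5 nM | Doses: One dose per compound | Times: 5 min incubation before reading | Benchmarks: Neutral control DMSO, positive control TFP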
Statin myotox sup: suppressors of statin myotoxicity in C2C12 myotubes, primary screen, cell-based, single point, plate reader | C2C12 myotubes + simvastatin, ATP luminescence, 48 h; scaled: DMSO 0, geranylgeraniol control 100 | rescue of ATP level, % at 7.49 µM | 0.78% of 330,000 active | AID 602340, 2012;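 active = mean ATP rescue above about 67%, or every replicate alone reaching that limit, limit read from the data, passing the limit was not always enough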;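 note: myotubes were challenged with 10 µM simvastatin during compound exposure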
Casp6 inh: human caspase-6 inhibitors, primary screen, biochemical, VEID-R110 fluorescence, single point, set 2; 0.53% of 350,000 active; purified caspase-6, Z-VEID-R110 cleavage fluorescence; inhibition, % at 12.5 µM;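 active = mean inhibition across replicates at least about 35%, with every replicate also reaching that limit, limit read from the data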;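 note: 0% = median of neutral control wells and 100% = no fluorescence left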
Target sequence (P55212 24-179 limits assumed): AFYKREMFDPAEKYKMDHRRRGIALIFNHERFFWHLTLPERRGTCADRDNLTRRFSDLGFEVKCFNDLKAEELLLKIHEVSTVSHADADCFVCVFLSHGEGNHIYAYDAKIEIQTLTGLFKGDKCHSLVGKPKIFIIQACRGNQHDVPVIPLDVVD
Target sequence (P55212 194-293 limits assumed): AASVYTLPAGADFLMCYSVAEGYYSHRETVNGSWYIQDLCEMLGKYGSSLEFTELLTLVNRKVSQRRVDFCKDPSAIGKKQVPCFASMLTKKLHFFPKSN
FN deposition inh: inhibitors of fibronectin matrix deposition, primary screen, AH1F cells, Alexa488-fibronectin fluorescence, plate reader. inhibition, % at 12.6 µM. AH1F fibroblasts, overnight. 0.086% of 350,000 active. AID 743247, 2014;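 active = mean inhibition across replicates of 30% or more, regardless of how many single replicates reach that level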;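 note: positive control wells lacked labelled fibronectin entirely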
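Assay system: AH1F fibroblasts assembling fluorescent fibronectin matrix; Amount: 10000 AH1F cells per well; Buffer or medium: DMEM, 2% serum; Probe or stimulus: Alexa488-fibronectin, 24 nM final in well; Doses: single compound dose, delivered by pin transfer; Incubation: 1 h adhesion, overnight exposure; Measured by: fluorescence 485/525 nm; Read-out: fibronectin deposition inhibition.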
LGR2 antag: inhibitors of bursicon-induced LGR2 CRE-luciferase signal, primary screen, cell-based, HEK293, CRE-luciferase reporter, bursicon stimulation. Drosophila bursicon receptor LGR2 (rickets). 0.35% of 380,000 active. AID 720647, 2013. inhibition, % at 9.99 µM. bursicon-stimulated, 4 h;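 active = drop in luminescence signal, shown as inhibition above about 50% in the replicate tests, limit read from the data, passing the limit was not always enough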;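 note: agonist challenge used bursicon conditioned medium at about half maximal strength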
SIRT5 inh: SIRT5 desuccinylase inhibitors, primary screen, biochemical, fluorescence imaging, single point, set 5. inhibition, % at 15 µM. NAD-dependent protein deacylase sirtuin-5, mitochondrial (Homo sapiens), Q9NXA8. AID 652115, 2013. 1.1% of 330,000 active. Purified SirT5, succinyl-peptide AMC, trypsin-coupled fluorescence; in the data active = inhibition above about 15%
Target sequence (Q9NXA8 whole entry, looked up): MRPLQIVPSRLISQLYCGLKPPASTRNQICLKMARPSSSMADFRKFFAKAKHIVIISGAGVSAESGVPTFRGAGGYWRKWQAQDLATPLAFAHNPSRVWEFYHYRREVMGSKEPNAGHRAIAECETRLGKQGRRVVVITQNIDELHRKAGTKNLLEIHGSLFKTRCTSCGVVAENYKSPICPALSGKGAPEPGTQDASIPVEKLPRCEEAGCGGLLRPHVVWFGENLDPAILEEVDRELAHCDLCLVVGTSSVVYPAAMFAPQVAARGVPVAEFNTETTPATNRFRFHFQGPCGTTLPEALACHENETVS
esBAF inh: Bmi1 luciferase reporter increase in mESCs, primary screen, esBAF inhibitor project, mouse ES cells, Bmi1 luciferase knock-in, single point; 24 h; 100% = twice the neutral-well signal; 2% of 350,000 active; reporter increase, % at 12.5 µM; in the data active = activation above about 40%;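 note: 0% = median of the plate's neutral control wells and 100% = double that signal; a rise in the Bmi1 reporter signal indicates esBAF inhibition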
* = called active by the depositor; . = not tested or not shown. Not all compounds are listed; rates above refer to the full screens.

Start of the listing, in advance:
| SMILES | S100A4 inh HTS | Statin myotox sup | Casp6 inh | FN deposition inh | LGR2 antag | SIRT5 inh | esBAF inh |
| --- | --- | --- | --- | --- | --- | --- | --- |
| C[C@@H]1CCCCO[C@@H](CN(C)Cc2ccc(C(F)(F)F)cc2)[C@H](C)CN([C@@H](C)CO)C(=O)c2cc(NS(=O)(=O)c3ccc(Cl)cc3)ccc2O1 | 4 | . | -1 | -21 | 23 | 18* | 8 |
| O=C1C(=Cc2ccc(Cl)cc2)Cc2ccccc21 | -11 | . | -5 | -14 | -54 | . | . |
| COc1ccc(CNC(=O)[C@H](Cc2c[nH]c3ccccc23)NC(=O)[C@@H]2Cc3ccccc3CN2)cc1 | -6 | -11 | -1 | . | 3 | 3 | 0 |
| COc1ccc(S(=O)(=O)N(C)C[C@@H]2Oc3c(NS(=O)(=O)c4ccc(F)cc4)cccc3C(=O)N([C@@H](C)CO)C[C@@H]2C)cc1 | . | -3 | . | . | -3 | . | -3 |
| CC(CN1CCCCC1)NC(=O)c1cccs1 (stereo not given) | -14 | -2 | -5 | -5 | 5 | -1 | -6 |
| Cc1ccc2nc(C)c(C(=O)O)cc2c1 | -3 | 6 | 4 | -8 | -11 | 1 | -5 |

Main list, from the first entry:
| SMILES | S100A4 inh HTS | Statin myotox sup | Casp6 inh | FN deposition inh | LGR2 antag | SIRT5 inh | esBAF inh |
| --- | --- | --- | --- | --- | --- | --- | --- |
| C[C@@H]1CCCCO[C@@H](CN(C)Cc2ccc(C(F)(F)F)cc2)[C@H](C)CN([C@@H](C)CO)C(=O)c2cc(NS(=O)(=O)c3ccc(Cl)cc3)ccc2O1 | 4 | . | -1 | -21 | 23 | 18* | 8 |
| O=C1C(=Cc2ccc(Cl)cc2)Cc2ccccc21 | -11 | . | -5 | -14 | -54 | . | . |
| COc1ccc(CNC(=O)[C@H](Cc2c[nH]c3ccccc23)NC(=O)[C@@H]2Cc3ccccc3CN2)cc1 | -6 | -11 | -1 | . | 3 | 3 | 0 |
| COc1ccc(S(=O)(=O)N(C)C[C@@H]2Oc3c(NS(=O)(=O)c4ccc(F)cc4)cccc3C(=O)N([C@@H](C)CO)C[C@@H]2C)cc1 | . | -3 | . | . | -3 | . | -3 |
| CC(CN1CCCCC1)NC(=O)c1cccs1 (stereo not given) | -14 | -2 | -5 | -5 | 5 | -1 | -6 |
| Cc1ccc2nc(C)c(C(=O)O)cc2c1 | -3 | 6 | 4 | -8 | -11 | 1 | -5 |
| C[C@H](CO)N1C[C@H](C)[C@H](CN(C)Cc2ccncc2)Oc2ccc(NC(=O)C3CC3)cc2C1=O | 0 | -54 | 0 | . | -4 | . | 0 |
| Cc1cccc(N(CC(=O)NC2CCCC2)C(=O)c2nsc(Cl)c2Cl)c1C | 0 | . | 3 | 6 | 25 | 1 | . |
| O=C(c1n[nH]c2ccccc12)N1CCCCC1 | -2 | 0 | 1 | -1 | -5 | -3 | 3 |
| COc1ccccc1OCCNC(=O)c1cc(=O)[nH]c2ccccc12 | 1 | . | -1 | -7 | 1 | -2 | . |
| CCOc1cc(NC(=O)C2CC2)c(OCC)cc1NC(=O)c1ccccc1OCC | 1 | -128 | -3 | 3 | 3 | 3 | 0 |
| CC(C)NC(=O)Nc1ccc2c(c1)C(=O)N([C@@H](C)CO)C[C@H](C)[C@@H](CN(C)C(=O)CCC(F)(F)F)OCCCC[C@H](C)O2 | 4 | . | -5 | -3 | 13 | 4 | . |
| c1cncc(-c2noc(C34CC5CC(CC(C5)C3)C4)n2)c1 | . | -4 | . | -1 | . | . | 25 |
| Cc1ccc(C)c(NS(=O)(=O)c2cc(C(=O)NCCC3=CCCCC3)ccc2C)c1 | . | -114 | . | . | 1 | . | -3 |
| O=C(COC(=O)c1ccc(O)cc1)c1ccc2c(c1)OCCO2 | -1 | -27 | -1 | . | 11 | -1 | 38 |

Compounds listed so far that contain a CF3 group (two):
| SMILES | S100A4 inh HTS | Statin myotox sup | Casp6 inh | FN deposition inh | LGR2 antag | SIRT5 inh | esBAF inh |
| --- | --- | --- | --- | --- | --- | --- | --- |
| C[C@@H]1CCCCO[C@@H](CN(C)Cc2ccc(C(F)(F)F)cc2)[C@H](C)CN([C@@H](C)CO)C(=O)c2cc(NS(=O)(=O)c3ccc(Cl)cc3)ccc2O1 | 4 | . | -1 | -21 | 23 | 18* | 8 |
| CC(C)NC(=O)Nc1ccc2c(c1)C(=O)N([C@@H](C)CO)C[C@H](C)[C@@H](CN(C)C(=O)CCC(F)(F)F)OCCCC[C@H](C)O2 | 4 | . | -5 | -3 | 13 | 4 | . |

The list continues.
| SMILES | S100A4 inh HTS | Statin myotox sup | Casp6 inh | FN deposition inh | LGR2 antag | SIRT5 inh | esBAF inh |
| --- | --- | --- | --- | --- | --- | --- | --- |
| COc1ccc2c(=O)cc(CO)oc2c1 | -3 | 6 | 2 | -11 | -9 | 1 | 9 |
| C[C@@H]1CN([C@@H](C)CO)C(=O)Cc2cc(NC(=O)Nc3ccc(F)cc3)ccc2O[C@H]1CN(C)Cc1ccc(C(=O)O)cc1 | 6 | 1 | 1 | . | 3 | 3 | -9 |
| N#C/C=C/N1CCC(Cc2ccccc2)CC1 | -5 | 19 | -3 | -6 | -16 | 0 | -7 |
| CCCCCn1cc(CCC(=O)Nc2ccc(N(C)c3ccccn3)cc2)c2ccccc21 | -13 | . | 1 | -1 | -8 | 0 | . |
| Cc1ccc(C)c(NC(=O)CCn2cnnn2)c1 | -3 | . | 0 | -10 | -21 | -2 | . |
| CCCN1[C@H](C(=O)OC)[C@@H](CO)[C@@H]2Cn3c(ccc(-c4ccccc4OC)c3=O)[C@@H]21 | -6 | 11 | -1 | . | -3 | 3 | -3 |
| O=C(c1cccnc1)c1cccnc1 | 2 | . | -2 | -4 | 9 | 1 | . |
| O=C1CN(C(=O)COC(=O)c2ccccc2Br)c2ccccc2N1 | 0 | -6 | 3 | -6 | -18 | -5 | -6 |
| CN=C1NN=C(c2cc(C)n(-c3c(C)n(C)n(-c4ccccc4)c3=O)c2C)CS1 | -3 | -13 | 3 | -4 | -20 | -2 | 11 |
| CCN(CC)C(=O)c1ccc(-c2nnc(Nc3ccc(C(=O)NC)cc3)c3ccccc23)cc1 | 13 | -25 | 7 | 5 | 23 | 0 | 3 |
| CN(C)C(=O)C[C@H]1CC[C@@H]2[C@H](COC[C@H](O)CN2CC2CCCCC2)O1 | 6 | -18 | -1 | 6 | -1 | 3 | -4 |
| CC(=O)Oc1c(C(C)C)cc(N(C(C)=O)c2ccccc2)cc1C(C)C | 2 | . | 2 | 2 | -2 | 2 | . |
| CC(=O)N(C)C[C@H]1Oc2ncc(C#CC(C)(C)O)cc2C(=O)N([C@@H](C)CO)C[C@H]1C | -3 | -1 | 4 | 7 | -13 | 1 | -7 |
| CC(=O)c1ccc2noc(-c3ccccc3)c2c1 | -3 | 9 | 2 | -2 | -50 | -1 | 0 |
| Cc1ccccc1NC(=O)c1ccccc1N(C)S(=O)(=O)c1ccccc1 | 6 | . | 1 | 1 | -14 | 2 | . |
| Cc1ccc(CNC(=O)Cn2c([N+](=O)[O-])cnc2C)cc1 | -1 | -13 | -2 | . | -2 | 1 | 3 |
| Oc1ccccc1CNc1cccc2cccnc12 | 2 | . | -4 | -5 | -2 | 7 | . |
| Cc1nc(NC(=O)Nc2ccc(Cl)cc2)sc1C | 2 | 3 | -3 | -5 | -34 | -4 | 58* |
| O=C(CSCc1cccc(F)c1)NCc1ccccc1 | -1 | . | -1 | -3 | -27 | -1 | . |
| O=S(=O)(NCC[C@H]1CC[C@H](NS(=O)(=O)c2cccc(F)c2)[C@@H](CO)O1)c1cccc(F)c1 | 5 | . | 0 | . | 2 | 5 | . |
| Cc1ccc(-c2csc3ncnc(Oc4cccc5ccc(C)nc45)c23)cc1 | -1 | . | 1 | -6 | . | 1 | . |
| O=C(Nc1cc(S(=O)(=O)N2CCCCCC2)ccc1OCC(F)(F)F)c1ccc(=O)[nH]c1 | -2 | 2 | -1 | 5 | 10 | 0 | 0 |
| O=S(=O)(Nc1nc2ccccc2nc1-[n+]1ccccc1)c1ccc(Cl)cc1 | . | 1 | . | -16 | 11 | . | -12 |
